NPY1 pot ag: NPY-Y1 receptor potentiators or agonists, primary screen, cell-based; Neuropeptide Y receptor type 1 (Homo sapiens), P25929; NPY-Y1 expressing cells, potentiator/agonist activation; activation, % at 3.6 µM; hit rate 0.37% among 220,000; in the data active = activation above about 33%, passing the limit was not always enough;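 also: cells stimulated with NPY at EC10 then isoproterenol at EC100; 0% = low agonist plus stimulus and 100% = saturating agonist plus stimulus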
Target sequence (P25929 whole entry, looked up): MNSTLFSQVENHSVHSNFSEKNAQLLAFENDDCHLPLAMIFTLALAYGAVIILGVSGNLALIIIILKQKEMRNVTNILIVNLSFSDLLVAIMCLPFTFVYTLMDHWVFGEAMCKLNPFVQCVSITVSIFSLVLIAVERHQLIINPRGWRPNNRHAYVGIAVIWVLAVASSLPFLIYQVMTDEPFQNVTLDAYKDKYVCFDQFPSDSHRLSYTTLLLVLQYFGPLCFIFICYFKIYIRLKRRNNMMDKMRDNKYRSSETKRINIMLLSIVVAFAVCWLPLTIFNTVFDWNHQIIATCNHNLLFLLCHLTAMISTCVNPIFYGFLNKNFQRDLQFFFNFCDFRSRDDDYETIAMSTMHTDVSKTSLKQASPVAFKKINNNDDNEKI
S1P4 agonist: S1P4 receptor agonists, primary screen, cell-based; Sphingosine 1-phosphate receptor 4 (Homo sapiens), O95977; S1P4-expressing cell line, agonist reporter assay; activation, % at 4.98 µM; hit rate 0.35% among 220,000; in the data active = activation above about 11%;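 also: 0% = DMSO vehicle and 100% = reference agonist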
NPY2 pot ag: NPY-Y2 potentiators or agonists, primary screen, cell-based | Neuropeptide Y receptor type 2 (Homo sapiens), P49146 | cells expressing NPY-Y2, potentiator/agonist read-out | activation, % at 3.6 µM | hit rate 0.45% among 220,000 | AID 1359, 2008; in the data active = activation above about 27%;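 also: cells stimulated with NPY near EC25 plus isoproterenol at EC100; 0% = vehicle plus submaximal agonist and 100% = vehicle plus saturating agonist; some results beyond the cut were filed as inactive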
NPY Y1 blocker: NPY-Y1 receptor antagonists, primary screen, cell-based | HEK293-CNG Y1 cells, membrane potential fluorescence; NPY at EC95, then isoproterenol | AID 1040, 2008 | inhibition, % at 3.6 µM | hit rate 1% among 200,000;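 active = inhibition above the campaign mean inhibition of all tested compounds plus 3 SD, cut at about 20% in these data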;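 also: 0% = DMSO wells given NPY plus isoproterenol and 100% = isoproterenol alone without NPY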
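Material: Y1- and CNG-channel-expressing HEK293 cells / Probe or stimulus: NPY 25 nM then isoproterenol 1 µM plus Ro 20-1724 25 µM / Doses: 3.6 µM single dose, DMSO 0.4% / Schedule: compound incubation 1 h at room temperature, readout 45 min post-stimulation / Signal: membrane potential fluorescence / Benchmarks: isoproterenol-only wells as full block versus NPY-plus-isoproterenol wells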
eIF4E-4G inh: eIF4E–eIF4G protein interaction inhibitors, primary screen, biochemical, uHTS, TR-FRET, eIF4GI fragment; hit rate 0.37% among 220,000; TR-FRET eIF4E-eIF4GI(517-606) binding, 2 h; Eukaryotic translation initiation factor 4E (Mus musculus) + Eukaryotic translation …; inhibition, % at 21.7 µM;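 active = inhibition above about 30%, limit read from the data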;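 also: 0% = full FRET control wells and 100% = background wells lacking eIF4GI fragment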
p97 inhibitor: inhibitors of human p97 ATPase, primary screen, biochemical; Transitional endoplasmic reticulum ATPase (Homo sapiens), P55072; recombinant p97 ATPase, Kinase-Glo ATP luminescence, 3 h; inhibition, % at 8 µM; hit rate 0.42% among 220,000; in the data active = inhibition above about 15%;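 also: 0% = DMSO vehicle and 100% = wells lacking enzyme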
S1P4 antagonist: S1P4 receptor antagonists, primary screen, cell-based. Sphingosine 1-phosphate receptor 4 (Homo sapiens), O95977. S1P4-expressing cells, antagonist mode, reporter read-out. inhibition, % at 4.98 µM. hit rate 0.26% among 220,000. AID 1510, 2009; in the data active = inhibition above about 29%;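 also: 0% = wells stimulated with agonist and 100% = vehicle wells without agonist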
EP2 modulator: EP2 receptor modulators, cAMP readout, primary screen, cell-based, HTRF cAMP, PGE2 stimulation. EP2-expressing cells, cAMP HTRF FRET, PGE2 co-stimulation. induction, % at 25 µM. AID 940, 2007. hit rate 0.83% among 260,000;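 active = compounds whose cAMP rise, as percent of the full-agonist control response, exceeds 60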;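 also: rat C6 glioma line stably carrying human EP2 under a CMV promoter; the protocol text gives 20 µM as final concentration; 100% = response of wells given 1 µM PGE2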
Target sequence (P43116 whole entry, looked up): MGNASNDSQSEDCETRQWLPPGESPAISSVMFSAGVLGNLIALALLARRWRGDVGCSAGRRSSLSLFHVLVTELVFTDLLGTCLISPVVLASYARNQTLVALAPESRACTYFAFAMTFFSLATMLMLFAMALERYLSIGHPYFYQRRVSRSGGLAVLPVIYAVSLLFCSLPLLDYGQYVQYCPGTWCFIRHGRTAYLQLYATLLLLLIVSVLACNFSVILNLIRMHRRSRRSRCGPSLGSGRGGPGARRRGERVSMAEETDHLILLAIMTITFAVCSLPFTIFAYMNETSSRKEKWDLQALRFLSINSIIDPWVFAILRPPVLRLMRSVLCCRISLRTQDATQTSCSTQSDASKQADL
PGE2 EP2 inh: human EP2 receptor antagonists, primary screen, TR-FRET cAMP, C6 glioma cells; Prostaglandin E2 receptor EP2 subtype (Homo sapiens), P43116; C6 glioma cells expressing human EP2; cells stimulated with saturating PGE2; inhibition, % at 25 µM; hit rate 0.52% among 260,000;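 active = percent inhibition above 40 after rounding to a whole number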;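 also: rat C6 glioma host cells with rolipram phosphodiesterase inhibitor present; the protocol text gives 20 µM as final concentration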
The depositor's hits bear a star; nt = no result given; [ ] = another dose, or the depositor's remark.

SMILES	NPY1 pot ag	S1P4 agonist	NPY2 pot ag	NPY Y1 blocker	eIF4E-4G inh	p97 inhibitor	S1P4 antagonist	EP2 modulator	PGE2 EP2 inh
Cc1[nH]c2ccc(-c3n[nH]c(=S)n3-c3ccc(Br)cc3)cc2c1C	25	1.1	12	2	-1	6	-4	37	9
Fc1ccccc1Cc1noc(CN2CCN(c3ccc(Cl)cn3)CC2)n1	-6	0.3	-19	5	2	-3	-22	-17	6
COCCNC(=S)N/N=C(\C)c1cccc(OC)c1	-13	-0.1	2	6	1	5	-8	-8	9
CC(C)NC(=O)NC(=O)COc1c(F)c(F)cc(F)c1F	-9	-1.7	-12	2	8	-5	-8	16	8
O=C(O)c1cccc(S(=O)(=O)Nc2ccc([N+](=O)[O-])cc2O)c1	2	0.4	6	nt	-4	6	3	19	11
Cc1cc(C(=O)N2CCN(Cc3ccccc3)CC2)on1	-7	2.5	0	-2	4	-8	-17	1	12
COc1ccc(C(=O)NC(=S)Nc2ccc(Cl)cn2)cc1OC	18	1.5	-6	1	-5	2	0	-76	8
Nc1cccc2c1C(=O)N(C(=O)/C=C/c1cccc(F)c1)C2=O	22	-0.2	-11	2	5	2	-5	-60	14
[O-][n+]1onc2c1C(N1CCOCC1)CCC2N1CCOCC1 (stereo unspecified)	3	-0.1	13	-2	-6	4	-12	14	11
Cc1ccccc1S(=O)(=O)c1c(C)cc(C)n(C)c1=O	-1	1.5	4	-2	-1	7	-15	-4	-1
O=C(Nc1ccc(S(=O)(=O)NCc2ccccc2)cc1)Nc1ccc2c(c1)OCO2	33	-0.3	12	-9	-10	-1	-13	-18	9
Cc1ccn(CC(=O)N2N=C(C(F)F)CC2(O)C(F)F)n1 (stereo unspecified)	-2	-0.6	9	-2	-2[fluorescence artefact?]	3	-3	21	13
O=C(c1ccc(S(=O)(=O)c2ccccc2Cl)c([N+](=O)[O-])c1)N1CCCCCC1	-5	-0.8	16	-4	1	6	-14	6	20
Cc1ccc(NC2=CC(=O)CC(c3ccco3)C2)c(N)c1 (stereo unspecified)	-11	1.2	-4	0	-2	-2	9	-1	7
Cc1cc(C)c2c(n1)nn1c(C)c(CCC(=O)NCc3ccco3)c(C)nc21	3	-0.6	13	0	-5	4	1	-5	7
Cc1cc(C)nc(/N=C2\NC(=O)CC3C(=O)NCCN23)n1 (stereo unspecified)	18	0.6	-6	3	3[fluorescence artefact?]	6	-4	-1	6
Cc1ccc(C(=O)NNc2cc(=O)n(C)c(=O)n2C)cc1C	3	2.3	-1	1	3	1	-14	24	5
O=C(NCCCN=C1NS(=O)(=O)c2ccccc21)c1ccco1	-2	0.8	0	-2	1	7	-8	25	7
COc1ccc(OC)c(/C=N\NC(=O)CC(=O)NCCc2ccccc2)c1	1	0.4	-9	2	4	-1	0	-11	3
O=C(c1ccccc1)N1CCN(c2ccc([N+](=O)[O-])c(NCc3ccco3)c2)CC1	10	-0.6	3	-4	-2[fluorescence artefact?]	4	-15	-3	11
CCOc1ccc(NC(=S)NCCCc2ccccc2)cc1	-5	-1.9	-27	7	0	0	-10	-73	20
CC1=C(C(=O)OC(C)C)C(c2cccs2)NC(=O)N1 (stereo unspecified)	-2	-1.7	-6	5	0	0	-4	14	5
CCn1c(N)c(C(=O)N2CCOCC2)sc1=S	3	2.6	11	-8	-3[fluorescence artefact?]	-6	4	-8	17
OCCC1CN(Cc2cnc(-c3ccccc3)s2)CCN1C1CCCCC1 (stereo unspecified)	-12	-0.3	-5	3	3	2	10	-22	7
CCC(Oc1ccccc1)C(=O)NCc1ccc(S(N)(=O)=O)cc1 (stereo unspecified)	-2	1.5	-13	-2	14	4	-7	-7	6
COC(=O)c1ccc(CNC(=O)COC(=O)Cc2ccsc2)cc1	15	0.1	6	8	-6	1	-9	13	13
O=C(Cc1ccc(Cl)cc1)NCc1nc(-c2ccccc2)no1	-25	1.0	-17	4	0	1	-2	6	5
COC(=O)Cc1ccc(NC(=O)c2cccs2)cc1	-21	1.2	-5	-5	-4	2	-5	-6	5
COc1ccccc1N1CCN(CC(O)COc2ccc(S(=O)(=O)N3CCOCC3)cc2)CC1 (stereo unspecified)	-17	1.0	0	-1	1[fluorescence artefact?]	-2	-2	2	7
CC1CN(c2nnc(NC(=O)c3ccccc3)s2)CC(C)O1 (stereo unspecified)	13	3.3	4	-2	0	2	-14	-14	4
O=C(COC(=O)c1c2c(nc3ccccc13)CCN(Cc1ccccc1)C2)Nc1c(F)cccc1F	22	58*	6	6	-2	6	-1	-27	19
COc1ccc2nc(NC(=O)CCNC(=O)c3ccccc3Cl)sc2c1	-23	-1.2	6	0	1	-3	2	-70	6
CN(C)S(=O)(=O)c1ccc(N2CCCC2)c(C(=O)Nc2nc(-c3ccc(F)cc3)cs2)c1	9	0.9	13	4	-6	5	-9	-8	6
COCC(=O)N(Cc1nc2ccccc2c(=O)[nH]1)Cc1cccs1	-17	-1.4	0	3	9[fluorescence artefact?]	5	-3	10	nt
C/C(N)=C(/C#N)C(=O)CSc1nnc(-c2ccccc2Br)o1	-7	-0.4	4	4	4[fluorescence artefact?]	2	-31	-19	17
COc1cccc(-n2c(-c3cccc(S(=O)(=O)N(C)C)c3)n[nH]c2=S)c1	-9	0.8	-7	-5	-2	-1	-10	6	6
Cc1ccc(NC(=O)C2CCN(S(=O)(=O)c3c(C)noc3C)CC2)cc1C	5	0.0	6	2	3	2	-3	-84	5
NC(=O)NC(Cc1ccccc1)C(=O)Nc1ccc(S(N)(=O)=O)cc1 (stereo unspecified)	15	-0.5	-6	1	-5[fluorescence artefact?]	7	-11	17	9
NC(=O)COc1ccc(/C=N/NS(=O)(=O)c2ccccc2)cc1	6	1.0	-1	-5	-4	10	6	23	5
O=C(CCSc1ccc(Cl)c(Cl)c1)NC12CC3CC(CC(C3)C1)C2	-31	1.1	-10	6	-11	-3	7	-41	12
CC(C)[C@H](NC(=O)NC1CCCc2ccccc21)C(=O)O (stereo partly specified)	1	1.9	4	-2	1	3	-15	3	12
CCOC(=O)c1c(-c2ccc(C)cc2)csc1NC(=O)C1CCCO1 (stereo unspecified)	-13	-0.8	-12	2	18	0	-16	33	2
CC(C)OCCCNC(=O)CCN1C(=O)COc2ccccc21	-6	0.3	6	-6	-2[fluorescence artefact?]	2	-9	-8	5
COC(=O)c1ccc(NC(=S)NCCc2ccccc2)cc1	-1	-3.1	-1	3	-4	-10	-20	-79	0
CCOc1ccccc1CNc1ccc(O)cc1	22	-1.2	11	-5	3	5	-20	22	7
CC(C(=O)Nc1ccc(C#N)cc1)N(C)CC(=O)Nc1ccccc1Br (stereo unspecified)	-1	1.1	5	5	-3	-2	-3	-56	7
O=C(CCl)Nc1ccccc1Sc1ccc(Cl)cc1	-5	1.3	-5	-1	-3	0	10	57	1
Cc1cc(=O)oc2cc(OC(=O)c3ccccc3)ccc12	9	0.5	2	1	5	7	-10	-1	15

An excerpt of these results, with each value named.
O=C(NCCCN=C1NS(=O)(=O)c2ccccc21)c1ccco1
  NPY1 pot ag = -2
  S1P4 agonist = 0.8
  NPY2 pot ag = 0
  NPY Y1 blocker = -2
  eIF4E-4G inh = 1
  p97 inhibitor = 7
  S1P4 antagonist = -8
  EP2 modulator = 25
  PGE2 EP2 inh = 7
COc1ccc(OC)c(/C=N\NC(=O)CC(=O)NCCc2ccccc2)c1
  NPY1 pot ag = 1
  S1P4 agonist = 0.4
  NPY2 pot ag = -9
  NPY Y1 blocker = 2
  eIF4E-4G inh = 4
  p97 inhibitor = -1
  S1P4 antagonist = 0
  EP2 modulator = -11
  PGE2 EP2 inh = 3
O=C(c1ccccc1)N1CCN(c2ccc([N+](=O)[O-])c(NCc3ccco3)c2)CC1
  NPY1 pot ag = 10
  S1P4 agonist = -0.6
  NPY2 pot ag = 3
  NPY Y1 blocker = -4
  eIF4E-4G inh = -2[fluorescence artefact?]
  p97 inhibitor = 4
  S1P4 antagonist = -15
  EP2 modulator = -3
  PGE2 EP2 inh = 11

Next part
SMILES	NPY1 pot ag	S1P4 agonist	NPY2 pot ag	NPY Y1 blocker	eIF4E-4G inh	p97 inhibitor	S1P4 antagonist	EP2 modulator	PGE2 EP2 inh
O=C(COc1ccc(F)cc1)c1c(O)cc(O)cc1O	6	-2.0	7	nt	2	8	-2	11	8
CCN(CC)c1nc2ccccc2nc1C(C#N)C(=O)NCCc1ccccc1 (stereo unspecified)	-26	1.0	6	2	-3	-3	-8	17	6
O=[N+]([O-])c1cccc(-c2ccc(C(=S)N3CCOCC3)o2)c1	-4	-0.2	-1	4	2	0	7	-86	4
C1CCCC(N2CCNCC2)CC1	7	0.4	3	4	3	4	-15	7	nt
CCOc1cc(C(=O)OCC(=O)c2c(N)n(C)c(=O)n(C)c2=O)cc(OCC)c1OCC	2	1.1	-9	-2	-1	3	9	35	1
CC1(C(=O)Oc2ccccc2)Cc2ccccc2C(=O)O1 (stereo unspecified)	2	-1.9	-3	-4	-2	2	-5	48	0
COc1ccc(-c2cn3cccnc3n2)cc1NC(=O)C1CC1	-16	0.8	-5	3	7	6	-23	8	4
Cc1nc2c(-c3ccc(F)cc3)cnn2c2c1CCC2	5	2.1	0	7	-1	2	-8	3	5
CSc1ccccc1C(=O)NCCSC(C)(C)C	2	-1.0	23	12	3	5	-7	-37	10
C=CCn1c(SCCN2CCOCC2)nc2c1c(=O)[nH]c(=O)n2C	19	-0.8	2	2	5	3	-5	7	14

5 of these compounds in another layout:
SMILES | NPY1 pot ag | S1P4 agonist | NPY2 pot ag | NPY Y1 blocker | eIF4E-4G inh | p97 inhibitor | S1P4 antagonist | EP2 modulator | PGE2 EP2 inh
C1CCCC(N2CCNCC2)CC1 | 7 | 0.4 | 3 | 4 | 3 | 4 | -15 | 7 | nt
CCOc1cc(C(=O)OCC(=O)c2c(N)n(C)c(=O)n(C)c2=O)cc(OCC)c1OCC | 2 | 1.1 | -9 | -2 | -1 | 3 | 9 | 35 | 1
CC1(C(=O)Oc2ccccc2)Cc2ccccc2C(=O)O1 (stereo unspecified) | 2 | -1.9 | -3 | -4 | -2 | 2 | -5 | 48 | 0
COc1ccc(-c2cn3cccnc3n2)cc1NC(=O)C1CC1 | -16 | 0.8 | -5 | 3 | 7 | 6 | -23 | 8 | 4
Cc1nc2c(-c3ccc(F)cc3)cnn2c2c1CCC2 | 5 | 2.1 | 0 | 7 | -1 | 2 | -8 | 3 | 5

Bioassay records as filed in PubChem BioAssay.

Not all compounds are listed; rates above refer to the full screens.
